# MBNL1 CUG block = blocks human MBNL1 binding to CUG repeat RNA | AID 2675 | hit rate 0.036% among 280,000 | TR-FRET MBNL1-His/biotin-(CUG)12 binding, 665/545 ratio | Potency, µM (series often up to 57.5 µM), for the others: top-dose activity change, negative = inhibition, usual class: inhibitors; active means well fitted inhibition curve with a large enough effect in the signal ratio, with a control signal flat, not every such curve was filed as active; inconclusive means small, poorly fitted or top-dose-only effect, or effect the other way, or a change in a side signal; inactive means no such curve, though single readings can be large or run the other way; the % refers to the signal ratio; further: on the % scale 0 is the no-effect control and ±100 the full control effect
#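 Inhibition of protein-RNA binding appears as loss of TR-FRET between terbium anti-His antibody on MBNL1-His and streptavidin-XL665 on biotin-(CUG)12. Activity is normalized to buffer-only and uninhibited-complex controls.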
# Gal4-VP16 FLuc = inhibits Gal4-VP16 luciferase reporter, ROR gamma counter-screen; Drosophila S2 Gal4-VP16 UAS-luciferase, luminescence, 20 h; Potency, µM (series often up to 53.6 µM), inactives show top-dose activity, negative = inhibition, most hits filed as inhibitors; hit rate 3.5% among 310,000; AID 2546;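 further: Gal4-VP16 expression switched on by copper sulfate through the metallothionein promoter; on the % scale 0 is the no-effect control and ±100 the full control effect; nearly all actives have a fitted effect of over 50% in size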
# ELG1 genotox = induces genotoxicity in HEK293T cells with luciferase-tagged ELG1 | HEK293T ELG1-luciferase reporter, luminescence, 16 h | Potency, µM (titrated, usually from 46 µM), for the others: top-dose activity change, positive = activation, most hits filed as activators | hit rate 1.3% among 330,000 | AID 504466; further: % of control where 0% means no effect; nearly all actives have a fitted effect of over 60% in size
#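 Cells (2,000/well) expressing the ELG1-luciferase fusion are dosed by pin tool and kept 16 hr at 37 °C, 5% CO2. Signal comes from ONE-Glo luciferase reagent after 30 min at room temperature.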
# Rab9 prom act = activates the Rab9 promoter; Huh7 Rab9 promoter-luciferase reporter, luminescence, 24 h; Potency, µM (top dose mostly 9.22 µM), for inactives: at the highest dose activation, negative = inhibition, hits mostly activators; hit rate 2.8% among 320,000; further: % of control where 0% means no effect; nearly all actives have a fitted effect of over 60% in size
#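 Cell-based reporter: Huh7 stable for Rab9 promoter-driven luciferase, plated in reduced-serum medium with 10% FBS at 1500 cells/well, compound-treated 24 h at 37 °C, luminescence read after 10 min reagent.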
# uPA generation = inhibitors of cell surface uPA generation; cell surface uPA generation assay, qHTS; Potency, µM (series often up to 38.3 µM), inactives show at the highest dose activity change, negative = inhibition, hits mostly inhibitors; hit rate 0.31% among 330,000; AID 540303; active means well fitted inhibition curve with a large enough effect; inconclusive means small, poorly fitted or top-dose-only effect; inactive means no such curve, though single readings can be large or run the other way; tested in mouse RAW 264.7 cells; further: on the % scale 0 is the no-effect control and ±100 the full control effect; nearly all actives have a fitted effect of over 55% in size
# FLuc counter = counter-screen for miR-21 project: firefly luciferase inhibitors or activators; hit rate 6.9% among 360,000; AID 588342; Potency, µM (top dose mostly 57.5 µM), for inactives: at the top dose activity change, negative = inhibition, actives largely listed as inhibitors; purified FLuc, Km substrates, luminescence inhibition;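 further: plate controls were vehicle for no effect and reference inhibitor for full effect; nearly all actives have a fitted effect of over 55% in size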
# Target sequence (P08659 whole entry, looked up): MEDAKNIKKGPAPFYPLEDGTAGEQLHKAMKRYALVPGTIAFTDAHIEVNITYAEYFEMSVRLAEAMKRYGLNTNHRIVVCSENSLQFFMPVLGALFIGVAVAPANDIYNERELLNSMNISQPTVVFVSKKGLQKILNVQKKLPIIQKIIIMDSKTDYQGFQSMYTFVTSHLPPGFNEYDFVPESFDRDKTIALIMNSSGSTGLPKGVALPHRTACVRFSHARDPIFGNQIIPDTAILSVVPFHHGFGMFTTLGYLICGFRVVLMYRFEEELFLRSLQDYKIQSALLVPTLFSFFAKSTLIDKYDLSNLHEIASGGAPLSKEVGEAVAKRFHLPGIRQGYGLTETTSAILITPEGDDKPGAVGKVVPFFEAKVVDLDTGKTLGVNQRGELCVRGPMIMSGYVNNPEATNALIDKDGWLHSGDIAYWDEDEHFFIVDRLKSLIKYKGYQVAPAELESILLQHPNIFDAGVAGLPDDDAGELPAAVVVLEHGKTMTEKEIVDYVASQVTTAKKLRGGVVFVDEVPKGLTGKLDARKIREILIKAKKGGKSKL
#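 Purified P. pyralis luciferase, 10 nM final, with Km-level 10 uM D-luciferin and 10 uM ATP in 50 mM Tris acetate pH 7.5, 10 mM Mg acetate, 0.01% Tween-20, 0.05% BSA; 6-point qHTS titration about 60 µM downward; luminescence read.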
# NPC1 promoter act = activates the NPC1 promoter | Huh7 NPC1 promoter luciferase reporter, 24 h | Potency, µM (top dose mostly 9.22 µM), without a hit: at the top dose activation, most hits filed as activators | hit rate 2.4% among 320,000 | AID 485313;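 further: % of control where 0% means no effect; nearly all actives have a fitted effect of over 60% in size; reporter is driven by a mutant NPC1 promoter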
#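 Stably transfected Huh7 (NPC1 promoter→luciferase), 1500 cells/well in Opti-MEM + 10% FBS, 2 h settle, then compound 24 h at 37 °C. Luminescence after 10 min with Amplite reagent.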
# RORg inh = ROR gamma (mouse) transcription inhibition; P51450; Drosophila S2 Gal4-RORgamma UAS-luciferase reporter, 20 h; Potency, µM (titrated, usually from 53.6 µM), for the others: at the highest dose activity change, negative = inhibition, usual class: inhibitors; hit rate 5.4% among 310,000; AID 2551; further: on the % scale 0 is the no-effect control and ±100 the full control effect; nearly all actives have a fitted effect of over 60% in size
# Target sequence (P51450 whole entry, looked up, the tested form may be a part): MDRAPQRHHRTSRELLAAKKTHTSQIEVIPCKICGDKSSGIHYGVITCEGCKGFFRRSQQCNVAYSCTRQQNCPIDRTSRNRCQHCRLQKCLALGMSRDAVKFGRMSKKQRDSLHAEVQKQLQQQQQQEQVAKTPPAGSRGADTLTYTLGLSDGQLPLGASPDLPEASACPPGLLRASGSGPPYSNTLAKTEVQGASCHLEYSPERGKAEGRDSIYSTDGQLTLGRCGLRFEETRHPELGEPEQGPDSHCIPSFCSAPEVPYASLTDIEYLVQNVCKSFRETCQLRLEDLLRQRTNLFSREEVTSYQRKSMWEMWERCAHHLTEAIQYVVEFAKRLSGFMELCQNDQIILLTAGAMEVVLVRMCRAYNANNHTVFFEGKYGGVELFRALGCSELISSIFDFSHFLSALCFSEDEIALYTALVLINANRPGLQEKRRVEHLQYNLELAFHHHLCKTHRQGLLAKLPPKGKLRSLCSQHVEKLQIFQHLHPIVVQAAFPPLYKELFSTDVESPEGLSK
#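 Compounds are pin-transferred onto Drosophila Schneider cells expressing a copper-inducible Gal4–ROR gamma transactivation domain fusion. After 1 hr, copper sulfate is added to 700 uM final; luciferase is read 20 hr later.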
# BRCA1 expr act = BRCA1 expression activation; MCF7-BRCA1-FFLuc reporter, luminescence, 48 h; response scale: scaled: vehicle 0%, 10 µM genistein 100%; Potency, µM (top dose mostly 46.1 µM), for inactives: at the highest dose activation, actives largely listed as activators; hit rate 1.1% among 380,000; AID 624202; further: nearly all actives have a fitted effect of over 80% in size; some results filed as inactive show a strong effect at the top dose
#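 Using MCF7 cells harboring a BRCA1 firefly luciferase reporter, plated 2 h before compound pinning, the screen measured luminescence after 48 h incubation. Responses were normalized to DMSO and 10 microM genistein, then fitted for concentration-effect.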
# p53 reactivation = mutant p53 re-activation in reporter cells; H1299 p53-A138V BP100-luciferase reporter, luminescence, 24 h; Potency, µM (highest dose often 92.2 µM), for inactives: at the highest dose activity change, positive = activation, usual class: activators; hit rate 0.063% among 320,000; further: % of control where 0% means no effect; nearly all actives have a fitted effect of over 45% in size
#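 H1299 (p53-null), stable ts p53-A138V + BP100-Luc; 1000 cells/well, Opti-MEM/10% FBS; cpd 4 pt, 1:5; 24 h, 37 deg C, 5% CO2; detection reagent 10 min RT; luminescence.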
# * = called active by the depositor; ? = inconclusive; / = no result given; [ ] = another dose, or the depositor's remark. Unless noted, the call rests on the fitted dose curve; in most records, active means well fitted curve in the direction sought with a large enough effect; inconclusive means small, poorly fitted or top-dose-only effect, or another doubt; inactive means no such curve, though single readings can be large; an effect the other way counts as inactive or inconclusive. Potency means the concentration at half of the fitted maximal effect.
SMILES,MBNL1 CUG block,Gal4-VP16 FLuc,ELG1 genotox,Rab9 prom act,uPA generation,FLuc counter,NPC1 promoter act,RORg inh,BRCA1 expr act,p53 reactivation
Cc1cc(C)c2c(c1)/C(=N/Nc1ccc(S(N)(=O)=O)cc1[N+](=O)[O-])CCC2,17%,17%,?,-10%,18%,-1%,-2%,-3%,11%,-5%
O=C(CSc1nnc(Cc2ccccc2)o1)N1CCCc2ccccc21,1%,-1%,1%,-1%,-5%,3%,1%,8%,-1%,-10%
CSc1ccccc1NS(=O)(=O)c1cccc2nonc12,?,-18%,7%,3%,-2%,1%,-1%,11µM*,-6%,6%
CC1=NN(c2ccc(C)cc2)C(=O)/C1=C/c1ccc(-c2cc([N+](=O)[O-])ccc2O)o1,5%,-22%,-7%,-4%,-9%,12µM*,0%,?,-1%,11%
Cc1cccc(NC(=O)CNC(=O)COC(=O)c2ccco2)c1C,/,/,-1%,-3%,2%,5%,-3%,/,-12%,-7%
O=C(c1ccc(CS(=O)(=O)c2ccccc2)o1)N1CCOCC1,-9%,3%,6%,1%,10%,9%,-2%,-1%,-12%,4%
O=C(O)c1ccccc1C(=O)NCc1cccnc1,-2%,-7%,-1%,-6%,-4%,3%,-3%,1%,18%,1%
O=C(COc1ccc(Cl)cc1)N/N=C/c1cccc2cccnc12,16%,10µM*,-1%,-2%,-5%,2%,-1%,13µM*,-90%[inhibitor],-7%
O=C1Nc2ccccc2/C1=C/c1cccnc1,6%,?,4%,-1%,-10%,-7%,-11%,?,-18%,-3%
Cc1cc(NC(=O)CN2C(=O)NC3(CCC(C)CC3)C2=O)no1 (stereo not drawn),-12%,-5%,1%,-1%,-7%,0%,-3%,-8%,17%,2%
CC[C@]12c3[nH]c4cc(CCC(=O)N(C)C)ccc4c3CCN1C(=O)[C@@H](CC(=O)NCc1ccco1)C[C@@H]2C(=O)N1CCN(C(=O)c2ccco2)CC1,/,/,20%,/,14%,/,/,/,2%,-1%
CCOC(=O)CCc1c(C)nc(SCc2ccc(C(=O)O)cc2)c(C#N)c1C,4%,0%,1%,4%,-5%,0%,0%,-17%,0%,/
COc1ccc(-c2c(C)nn3c(N)c(-c4ccccc4)cnc23)cc1OC,1%,-3%,10%,12%,?,?,-4%,37%,-4%,/
COc1ccc([N+](=O)[O-])cc1NC(=O)C1CCCCC1C(=O)O (stereo not drawn),15%[11.5 µM],-10%,1%,2%,-9%,-7%,0%,-6%,-7%,?
O=C(O)/C(=C\c1cccc([N+](=O)[O-])c1)c1ccc(S(=O)(=O)N2CCCCC2)s1,-7%,-20%,-1%,-3%,2%,1%,10%,5%,11%,0%
O=C(NN1CCCCC1)c1ccccc1,-2%,5%,0%,1%,17%,2%,0%,-19%,-2%,2%
Clc1ccc(-c2noc(CCCc3ccccc3)n2)cc1,1%,-6%,?,8%,2%,27µM*,6%,-9%,13%[1.84 µM],8%
COC(=O)c1nnn(-c2nonc2N)c1CSc1ccccn1,-12%,7%,1%,-6%,-1%,4%,-16%,2%,-19%,0%
CC1=C(C#N)C(/C=N/OCc2ccc(F)cc2Cl)CC(=O)N1 (stereo not drawn),-6%,-2%,3%,0%,4%,-1%,-3%,37%,0%,0%
Cc1ccc(C)c(NS(=O)(=O)c2cc(C(=O)Nc3cccc(N(C)S(C)(=O)=O)c3)ccc2C)c1,-1%,-5%,-8%,-6%,/,2%,-3%,42%,-72%,?
Cc1c(C(c2cccs2)c2c(C)n(C)n(-c3ccccc3)c2=O)c(=O)n(-c2ccccc2)n1C,10%,-4%,0%,9%,-1%,0%,-3%,16%,-1%,-1%
CC(=O)N1CC(C)Oc2ccc(S(=O)(=O)Nc3ccc(Cl)cn3)cc21 (stereo not drawn),1%,-4%,-1%[9.26 µM],-1%,-2%,2%,1%,29%,-11%,-6%
O=C(c1ccccc1)c1cc([N+](=O)[O-])ccc1N1CCOCC1,?,-2%,?,-9%,-11%,4%,-13%,-7%,-62%,?
CC(C)(C#N)NC(=O)C1CCCN1S(=O)(=O)c1ccc2ccccc2c1 (stereo not drawn),3%,8%,0%,-1%,-8%,1%,-5%,-17%,-32%,-1%

# Of the compounds above, 6 contain four or more nitrogen atoms.
SMILES,MBNL1 CUG block,Gal4-VP16 FLuc,ELG1 genotox,Rab9 prom act,uPA generation,FLuc counter,NPC1 promoter act,RORg inh,BRCA1 expr act,p53 reactivation
Cc1cc(C)c2c(c1)/C(=N/Nc1ccc(S(N)(=O)=O)cc1[N+](=O)[O-])CCC2,17%,17%,?,-10%,18%,-1%,-2%,-3%,11%,-5%
Cc1cc(NC(=O)CN2C(=O)NC3(CCC(C)CC3)C2=O)no1 (stereo not drawn),-12%,-5%,1%,-1%,-7%,0%,-3%,-8%,17%,2%
CC[C@]12c3[nH]c4cc(CCC(=O)N(C)C)ccc4c3CCN1C(=O)[C@@H](CC(=O)NCc1ccco1)C[C@@H]2C(=O)N1CCN(C(=O)c2ccco2)CC1,/,/,20%,/,14%,/,/,/,2%,-1%
COc1ccc(-c2c(C)nn3c(N)c(-c4ccccc4)cnc23)cc1OC,1%,-3%,10%,12%,?,?,-4%,37%,-4%,/
COC(=O)c1nnn(-c2nonc2N)c1CSc1ccccn1,-12%,7%,1%,-6%,-1%,4%,-16%,2%,-19%,0%
Cc1c(C(c2cccs2)c2c(C)n(C)n(-c3ccccc3)c2=O)c(=O)n(-c2ccccc2)n1C,10%,-4%,0%,9%,-1%,0%,-3%,16%,-1%,-1%

# (further entries)
SMILES,MBNL1 CUG block,Gal4-VP16 FLuc,ELG1 genotox,Rab9 prom act,uPA generation,FLuc counter,NPC1 promoter act,RORg inh,BRCA1 expr act,p53 reactivation
Cc1oc(C(C)(C)C)cc1C(=O)Nc1ccc(C(=O)O)cc1,-8%,5%,17%,?,6%,17µM*,?,?,?,17%
Fc1cccc(Cl)c1/C=N/n1c(-c2cccnc2)n[nH]c1=S,-2%,13%,2%,0%,11%,?,0%,4%,-11%,-6%
Cc1ccc(S(=O)(=O)NCCC(=O)OCc2ccc([N+](=O)[O-])cc2)cc1C,/,/,0%,-2%,1%,-2%,1%,/,-7%,4%
Cc1nc(CNC(=O)C2CCC(=O)N(CCc3ccc(Cl)cc3)C2)sc1C (stereo not drawn),0%,1%,0%,2%,-3%,2%,-1%,4%,-15%,-12%
O=C(COC(=O)c1c(F)cccc1F)Nc1ccc(N2CCCCC2)cc1,/,/,4%,/,11%,/,/,/,31%,14%
O=S(=O)(c1ccccc1)N1CCN(c2cccc(Cl)c2)CC1,1%,7%,-2%,-5%,-3%,2%,0%,5%,-21%,/
COc1ccc(N=Cc2sc3ccccc3c2Cl)cc1,-4%,19%,10%,4%,-13%,4.8µM*,28%,4%,-10%,8%
COc1ccc(N2CCN(C(=O)c3ccc(NS(=O)(=O)c4ccc(F)cc4)cc3)CC2)cc1,-4%,7%,9%,-3%,-7%,-20%,2%,?,41%,3%
CC(NS(=O)(=O)c1ccc(Cl)c(Cl)c1)C(=O)OCC(=O)Nc1ccc2c(c1)OCO2 (stereo not drawn),-4%,6%[10 µM],-4%,1%,0%,-4%,-4%,17%,1%,0%
Cc1cc(C)cc(C(=O)NC(CC(N)=O)c2ccc(N3CCC(Br)CC3)c([N+](=O)[O-])c2)c1 (stereo not drawn),8%,2%,0%,-1%,11%,0%,-1%,12%,24%,/
CNC(=O)CSc1nnc(-c2ccccn2)n1Cc1ccco1,/,-10%,-1%,-2%,-15%,0%,-3%,1%,-1%,-1%
Cc1nc2ncnn2c(C)c1Cc1c(Cl)cccc1Cl,-6%,1%,3%,-7%,-5%,-1%,-1%,-15%,1%,6%
CCOc1ccc(N2C(=O)Nc3ccc(Br)cc3C2(O)C(=O)NC(C)C)cc1 (stereo not drawn),6%,-22%,-4%,-1%,-5%,0%,-3%,-17%,-22%,-3%
CC12C(=O)N(CCC(=O)O)C(=O)C1C1C=CC2C1 (stereo not drawn),-3%,0%,1%,-3%,3%,10%,1%,-5%,-23%,-8%
c1ccc(OCc2nc(-c3ccncc3)no2)cc1,-24%,-7%,10%,?,4%,?,14%,6%,11µM*,9%
O=C(NCC1CCCO1)c1cnc(Cl)c(Cl)c1 (stereo not drawn),-3%,3%,1%,1%,2%,-1%,-1%,-10%,-2%,1%
Cc1cc(Br)ccc1NC(=O)CNC(=O)CNc1cccc([N+](=O)[O-])c1,/,/,0%,3%,10%,-2%,-3%,/,4%,-4%
CCCCC/C(=N\NC(=O)CCC(=O)NCc1ccccc1)c1ccccc1,-7%[11.5 µM],-5%,-5%,-4%,0%,0%,-5%,15%,-53%,1%
O=C(N/N=C/c1ccc(O)cc1)c1cncc(Br)c1,10%,-3%,1%,2%,6%,-20%,0%,-16%,-10%,10%
CC(C)(C)c1nnc(NC(=O)CCS(=O)(=O)Cc2ccccc2)s1,-3%,15%,-4%,-5%,-8%,0%,13%,30%,-60%,-16%
